Shiga inhibitor – inhibitors of Shiga toxin in Vero cells; 290,000 tested, 9.2% active; AID 2315; Vero cells, Shiga toxin protein synthesis inhibition reporter; inhibition, % at 38.7 µM; in the data active = inhibition mostly above about 28%, no sharp cut-off; inactive = mostly below about 43%; also: 0% is about no effect
Pf growth 96h – P. falciparum growth inhibition at 96 hours; 320,000 tested, 6.9% active; P. falciparum luciferase reporter growth, 96 h; Potency, µM (highest dose often 28.7 µM), for inactives: at the highest dose activity change, negative = inhibition, most hits filed as inhibitors; AID 504834; also: potency is read from the fitted curve at half-maximal effect; % is scaled to controls: 0 for no effect and ±100 for the full control effect
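Parasite growth measured via integrated firefly luciferase reporter in P. falciparum. Infected erythrocytes at 2% hematocrit, 0.05% parasitemia final were treated 96 hours at 37 C under 5% CO2, and luminescence was read.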
Pf growth 48h – P. falciparum growth inhibition at 48 hours (one generation); P. falciparum luciferase growth in erythrocytes, 48 h; AID 504832; 310,000 tested, 5.9% active; Potency, µM (titrated, usually from 28.7 µM), without a hit: at the highest dose activity change, negative = inhibition, hits mostly inhibitors; also: potency is read from the fitted curve at half-maximal effect; % is scaled to controls: 0 for no effect and ±100 for the full control effect
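Growth was read as firefly luciferase luminescence after a 48 h, 37 C, 5% CO2 exposure of compounds to reporter-bearing P. falciparum cultures (0.1% parasitemia, 2% hematocrit final) in Albumax-supplemented RPMI 1640.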
Tb PYK inh – blocks Trypanosoma brucei pyruvate kinase | Q57TT1 | TbPYK enzyme, Kinase-Glo Plus ATP luminescence, 45 min | Potency, µM (series often up to 76.8 µM), for the others: top-dose activity, negative = inhibition, hits mostly inhibitors | 410,000 tested, 0.12% active; also: potency is read from the fitted curve at half-maximal effect; % is scaled to controls: 0 for no effect and ±100 for the full control effect; nearly all actives have a fitted effect of over 50% in size
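T. brucei PYK with substrate was exposed to pin-transferred compounds across a concentration series, then started with 130 uM ADP (final). After 45 min at room temperature, Kinase-Glo Plus luminescence was read, normalized and curve-fitted.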
LmPK inh – inhibitors of Leishmania mexicana pyruvate kinase. Q27686. purified LmPK, Kinase-Glo ATP luminescence, 1 h. Potency, µM (top dose mostly 57.5 µM), for inactives: at the top dose activity change, negative = inhibition, most hits filed as inhibitors. 290,000 tested, 0.37% active. AID 1721; also: potency is read from the fitted curve at half-maximal effect; % is scaled to controls: 0 for no effect and ±100 for the full control effect
Target sequence (Q27686 whole entry, looked up): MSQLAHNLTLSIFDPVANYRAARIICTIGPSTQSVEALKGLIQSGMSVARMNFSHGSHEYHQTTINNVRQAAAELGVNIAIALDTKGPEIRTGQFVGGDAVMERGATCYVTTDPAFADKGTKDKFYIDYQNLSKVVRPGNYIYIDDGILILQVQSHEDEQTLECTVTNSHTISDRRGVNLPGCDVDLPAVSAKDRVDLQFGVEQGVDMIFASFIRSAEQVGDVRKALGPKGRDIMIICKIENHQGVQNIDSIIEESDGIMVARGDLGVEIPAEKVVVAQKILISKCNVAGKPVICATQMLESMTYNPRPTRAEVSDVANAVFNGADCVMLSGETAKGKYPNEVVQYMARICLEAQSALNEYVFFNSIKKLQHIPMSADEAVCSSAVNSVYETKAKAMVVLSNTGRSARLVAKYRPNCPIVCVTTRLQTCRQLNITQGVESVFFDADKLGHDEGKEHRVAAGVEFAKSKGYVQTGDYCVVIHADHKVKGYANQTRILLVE
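Screened at intermediate enzyme activity to detect both inhibitors and activators: LmPK at 0.1 nM, with a 0.5 nM enzyme column as activation reference. PEP 0.5 mM, ADP 0.1 mM; ATP detected by luminescence after 1 h.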
AMA1 RON2 block – inhibitors of Plasmodium falciparum AMA1-RON2 interaction; AlphaScreen AMA1-biotinylated RON2 peptide binding; Potency, µM (highest dose often 58.2 µM), without a hit: at the highest dose activity change, negative = inhibition, usual class: inhibitors; 360,000 tested, 0.2% active; AID 720542;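 also: potency is read from the fitted curve at half-maximal effect; 0% = vehicle wells and -100% = peptide control; nearly all actives have a fitted effect of over 45% in size; some results filed as inactive show a strong effect at the top dose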
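AMA1 (3D7) with his tag at 25 nM final met compounds first, then biotinylated RON2 peptide at 25 nM; detection used donor plus acceptor beads, 10 µg/mL apiece, read by AlphaScreen after 30 min at room temperature.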
CHX counter – counter-screen hit for Shiga toxin inhibitors, cycloheximide; cell reporter, cycloheximide protein synthesis inhibition counterscreen; max response, %; 300,000 tested, 12% active; AID 2314; in the data active = max response mostly above about 13%, no sharp cut-off; inactive = mostly below about 14%; also: read at 38.3 µM for the half of the compounds with a filed dose; 0% is about no effect
* marks the source's active call; other numbers are inactive results; [ ] = another dose, or the depositor's remark. Unless noted, calls follow the shape of the dose curve; as a rule, active = well fitted curve in the direction sought with a large enough effect; inconclusive = small, poorly fitted or top-dose-only effect, or another doubt; inactive = no such curve, though single readings can be large; an effect the other way counts as inactive or inconclusive.

How did COc1cccc(CN2C(=O)CCC2(C)C(=O)NC2CCCCCC2)c1 (centres undefined) do in these assays?
Shiga inhibitor: -4; Pf growth 48h: 20%; Tb PYK inh: 3%; LmPK inh: 2%; AMA1 RON2 block: 0%; CHX counter: 1

What do the screens show for `CCN1C(=O)[C@@H]2[C@H](C1=O)[C@@H]1C(=O)Nc3ccccc3C(=O)N1[C@@H]2c1ccccc1`?
Pf growth 96h: 39%[activator]; Pf growth 48h: inconclusive; Tb PYK inh: -3%; AMA1 RON2 block: -3%

How did CCOc1ccc2nc(NC(=O)C3CCN(C(=O)c4ccco4)CC3)sc2c1 do in these assays?
Shiga inhibitor: 74*; Pf growth 96h: 73%[activator]; Pf growth 48h: -13%; Tb PYK inh: -1%; LmPK inh: -1%; AMA1 RON2 block: -4%; CHX counter: 27*

Results for Cc1cccc(C(=O)N2CCC(=O)N([C@H](COCc3ccc(Cl)cc3)Cc3ccccc3)CC2)c1 ?
Shiga inhibitor: -9; Tb PYK inh: -5%; AMA1 RON2 block: 1%; CHX counter: 1

Results for Clc1cccc(Oc2cnc3ccccc3n2)c1 ?
Shiga inhibitor: 33; Pf growth 96h: 1%; Pf growth 48h: 7%; Tb PYK inh: -3%; LmPK inh: -5%; AMA1 RON2 block: 23%; CHX counter: 22*

Results for CC(C)Cc1cc(C(=O)N2CCC(N3CCC(C(=O)NC4CC4)CC3)CC2)n[nH]1 ?
Shiga inhibitor: 26; Pf growth 96h: -27%; Pf growth 48h: 0%; Tb PYK inh: 1%; LmPK inh: 7%; AMA1 RON2 block: -8%; CHX counter: 2

How did O=C(NCCN1CCOCC1)c1cc2cc(Br)ccc2oc1=O do in these assays?
Shiga inhibitor: -10; Pf growth 96h: -3%; Tb PYK inh: -4%; LmPK inh: 2%; AMA1 RON2 block: 0%; CHX counter: -4

How did CCn1nc(C)c(CNC(=O)CCc2nnc(Cc3c[nH]c4ccccc34)o2)c1C do in these assays?
Shiga inhibitor: -1; Pf growth 96h: -20%; Pf growth 48h: inconclusive; Tb PYK inh: -4%; LmPK inh: 1%; AMA1 RON2 block: -11%; CHX counter: -2

What do the screens show for `O=C(C[n+]1ccccc1)N/N=C/c1ccc(Br)cc1`?
Pf growth 96h: 2.9µM*; Pf growth 48h: 10µM*; Tb PYK inh: -2%; AMA1 RON2 block: 19%

What do the screens show for `CCn1cc(CN2CCCC(C(=O)c3ccc(-c4ccccc4)cc3)C2)cn1` (centres undefined)?
Shiga inhibitor: -10; Pf growth 96h: -18%; Pf growth 48h: 42%[activator]; Tb PYK inh: -6%; LmPK inh: -1%; AMA1 RON2 block: -4%; CHX counter: -2

What do the screens show for `CCC(C(=O)C(C)C(O)C(C)CCc1ccc(C)c(O)c1C(=O)O)C1OC(CC)(C2CC[C@@](O)(CC)C(C)O2)CC1C` (some centres undefined)?
Pf growth 96h: 0.38µM*; Pf growth 48h: 0.38µM*; Tb PYK inh: 3%

How did Cc1ccc([N+](=O)[O-])cc1S(=O)(=O)Nc1cccc(-c2ccc(N3CCCC3)nn2)c1 do in these assays?
Pf growth 96h: 27%; Pf growth 48h: 41%[activator]; Tb PYK inh: -4%; AMA1 RON2 block: -24%

What do the screens show for `CC(C)(C)NS(=O)(=O)c1ccc(NS(=O)(=O)c2ccc(F)cc2)cc1`?
Shiga inhibitor: 4; Pf growth 96h: 3%; Pf growth 48h: -12%; Tb PYK inh: 1%; LmPK inh: 0%; AMA1 RON2 block: -21%; CHX counter: -2

How did COC(=O)c1ccc(COc2ccc(/C=N/NC(=O)C(=O)Nc3ccc(OC)cc3)cc2OC)o1 do in these assays?
Shiga inhibitor: 13; Pf growth 96h: 35%[activator]; Pf growth 48h: 13%; Tb PYK inh: 4%; LmPK inh: 3%; AMA1 RON2 block: 11%; CHX counter: -2

How did CCCN(CC(=O)Nc1ccccc1C)C(=O)c1cn2ccccc2n1 do in these assays?
Pf growth 96h: -3%; Pf growth 48h: -3%; Tb PYK inh: -2%; AMA1 RON2 block: -9%

Results for COc1ccc(Br)cc1/C=C/C(=O)Nc1ccc2ccccc2c1 ?
Shiga inhibitor: 20; Pf growth 96h: 12%; Pf growth 48h: -12%; Tb PYK inh: -2%; LmPK inh: 1%; AMA1 RON2 block: 9%; CHX counter: 33*

Results for CCOC(=O)c1ccc(NC(=O)CSc2nnc(CNc3ccc(C)cc3)n2C)cc1 ?
Shiga inhibitor: 17; Pf growth 96h: inconclusive; Pf growth 48h: inconclusive; Tb PYK inh: 4%; LmPK inh: 6%; AMA1 RON2 block: -3%; CHX counter: 14

What do the screens show for `O=C(O)c1ccc2c(=O)n3c(nc2c1)/C(=C/c1cccc(Cl)c1Cl)CC3`?
Shiga inhibitor: -6; Pf growth 96h: inconclusive; Pf growth 48h: inconclusive; Tb PYK inh: -4%; LmPK inh: 4%; AMA1 RON2 block: 0%; CHX counter: -2

What do the screens show for `COc1ccc(/C=C2\N=C(SC)NC2=O)cc1`?
Shiga inhibitor: 120*; Pf growth 96h: 19%; Pf growth 48h: 13%; Tb PYK inh: -10%; LmPK inh: 1%; AMA1 RON2 block: 42%[activator]; CHX counter: 25

What do the screens show for `Cc1cccc(NC(=O)NCCN2CCCCC2)c1`?
Shiga inhibitor: 15; Pf growth 96h: inconclusive; Pf growth 48h: 15%; Tb PYK inh: -1%; LmPK inh: 2%; AMA1 RON2 block: 3%; CHX counter: -1

Results for COc1nnc(-c2ccc(C)c(S(=O)(=O)NCCO)c2)c2ccccc12 ?
Shiga inhibitor: 36; Pf growth 96h: inconclusive; Pf growth 48h: 8%; Tb PYK inh: 2%; LmPK inh: -2%; AMA1 RON2 block: -9%; CHX counter: 4

How did O=C(c1ccc(N2CCOCC2)c([N+](=O)[O-])c1)N1CCCC(C(F)(F)F)C1 (centres undefined) do in these assays?
Pf growth 96h: -7%; Pf growth 48h: 11%; Tb PYK inh: -5%; AMA1 RON2 block: 12%

What do the screens show for `CC(C)(C)c1ccc(OCCC(=O)OCC(=O)NC2CC2)cc1`?
Pf growth 96h: -16%; Pf growth 48h: -22%; Tb PYK inh: 0%; AMA1 RON2 block: -8%

What do the screens show for `Cc1cc([N+](=O)[O-])ccc1NCc1ccccc1`?
Shiga inhibitor: 24; Pf growth 96h: 154%[activator]; Pf growth 48h: 37%[activator]; Tb PYK inh: -10%; LmPK inh: -2%; AMA1 RON2 block: -8%; CHX counter: 3

What do the screens show for `CC1CCN(C(=O)CSc2ccc(-c3cccc([N+](=O)[O-])c3)nn2)CC1`?
Shiga inhibitor: -5; Pf growth 96h: -29%; Pf growth 48h: -2%; Tb PYK inh: -1%; LmPK inh: 9%[11.5 µM]; AMA1 RON2 block: -17%; CHX counter: 13

What do the screens show for `CC(C)(C)C(=O)NC1CC2CCCC(C1)N2C(=O)Nc1ccccc1Cl` (centres undefined)?
Shiga inhibitor: -20; Pf growth 96h: inconclusive; Pf growth 48h: inconclusive; Tb PYK inh: -1%; LmPK inh: 7%; AMA1 RON2 block: 0%; CHX counter: -3

Results for Cc1[nH]c2ccccc2c1C(=O)CSc1nncn1C ?
Shiga inhibitor: -2; Pf growth 96h: 2%; Pf growth 48h: -3%; Tb PYK inh: 0%; LmPK inh: -2%; AMA1 RON2 block: -18%; CHX counter: -1

How did Cc1cccc(CN2C(=O)N/C(=C/c3cc(C)n(-c4cc(C)ccn4)c3C)C2=O)c1 do in these assays?
Shiga inhibitor: -10; Pf growth 48h: 12µM*; Tb PYK inh: -4%; LmPK inh: 0%; AMA1 RON2 block: -16%; CHX counter: -4

How did COc1ccc(C(=O)CSc2nnc(CNC(=O)c3ccccc3F)n2C)cc1OC do in these assays?
Shiga inhibitor: -6; Pf growth 96h: -8%; Pf growth 48h: -15%; Tb PYK inh: -4%; LmPK inh: -4%; AMA1 RON2 block: 9%; CHX counter: -3

How did CCCOc1ccc(C2C(C(=O)c3cc4ccccc4o3)=C(O)C(=O)N2c2cc(C)on2)cc1 (centres undefined) do in these assays?
Shiga inhibitor: -3; Pf growth 96h: inconclusive; Pf growth 48h: -14%; Tb PYK inh: -12%; LmPK inh: 11%; AMA1 RON2 block: 0%; CHX counter: -4

What do the screens show for `CCCC(=O)Nc1ccc2oc(=O)ccc2c1`?
Shiga inhibitor: 7; Pf growth 96h: inconclusive; Pf growth 48h: -21%; Tb PYK inh: 3%; LmPK inh: 0%; AMA1 RON2 block: 4%; CHX counter: 9

Results for Cc1nnc(NC(=O)CCn2c(=O)oc3ccccc32)s1 ?
Shiga inhibitor: 43; Pf growth 96h: 47%[activator]; Pf growth 48h: 9%; Tb PYK inh: -3%; LmPK inh: -6%; AMA1 RON2 block: 12%; CHX counter: 6

What do the screens show for `O=C(O)c1ccc(NS(=O)(=O)c2cc(Cl)sc2Cl)cc1`?
Shiga inhibitor: -17; Pf growth 96h: 25%; Pf growth 48h: 35%[activator]; Tb PYK inh: -2%; LmPK inh: 0%; AMA1 RON2 block: 0%; CHX counter: -1

Results for Cc1ccc(S(=O)(=O)Oc2ccc(/C=C(/NC(=O)c3ccccc3)C(=O)Nc3ccccc3)cc2)cc1 ?
Shiga inhibitor: -9; Pf growth 96h: 9.3µM*; Pf growth 48h: inconclusive; Tb PYK inh: 2%; LmPK inh: 3%; AMA1 RON2 block: 5%; CHX counter: 4

What do the screens show for `COc1ccc(C(=O)c2cnc[nH]2)cc1`?
Shiga inhibitor: -3; Pf growth 96h: 19%; Pf growth 48h: 16%; Tb PYK inh: 1%; LmPK inh: -1%; AMA1 RON2 block: 2%; CHX counter: -4

How did O=C(CSc1nnc(CNc2ccc(Cl)cc2)o1)Nc1nc2ccccc2s1 do in these assays?
Shiga inhibitor: -2; Pf growth 96h: -2%[5.75 µM]; Pf growth 48h: 22%; Tb PYK inh: 3%; LmPK inh: 2%; AMA1 RON2 block: 21%; CHX counter: -3

How did O=C(Nc1ccccc1N1CCOCC1)c1ccc(Br)o1 do in these assays?
Shiga inhibitor: -17; Pf growth 96h: inconclusive; Pf growth 48h: 6%; Tb PYK inh: -23%; LmPK inh: 3%; AMA1 RON2 block: 16%; CHX counter: 10

Results for C(=N\NCc1ccccc1)/c1ccc2nccnc2c1 ?
Shiga inhibitor: 64*; Pf growth 96h: 109%[activator]; Pf growth 48h: 194%[activator]; Tb PYK inh: 1%; LmPK inh: -16%; AMA1 RON2 block: -1%; CHX counter: 37*

Some of these compounds in order of SMILES length, rising:
What do the screens show for `CCCC(=O)Nc1ccc2oc(=O)ccc2c1`?
Shiga inhibitor: 7; Pf growth 96h: inconclusive; Pf growth 48h: -21%; Tb PYK inh: 3%; LmPK inh: 0%; AMA1 RON2 block: 4%; CHX counter: 9

How did COc1cccc(CN2C(=O)CCC2(C)C(=O)NC2CCCCCC2)c1 (centres undefined) do in these assays?
Shiga inhibitor: -4; Pf growth 48h: 20%; Tb PYK inh: 3%; LmPK inh: 2%; AMA1 RON2 block: 0%; CHX counter: 1

What do the screens show for `CCn1cc(CN2CCCC(C(=O)c3ccc(-c4ccccc4)cc3)C2)cn1` (centres undefined)?
Shiga inhibitor: -10; Pf growth 96h: -18%; Pf growth 48h: 42%[activator]; Tb PYK inh: -6%; LmPK inh: -1%; AMA1 RON2 block: -4%; CHX counter: -2

Compound activity from PubChem BioAssay.
